TEAD-YAP block: TEAD-YAP interaction inhibition | inhibition, % at 9.12 µM | HEK-TIYL cells, TEAD-Gal4/YAP UAS-luciferase luminescence | 640,000 tested, 1.4% active; in the data active means inhibition above about 32%;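 further: 0% = median of test compound wells and 100% = reference inhibitor wells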
MITF primary: blocks human microphthalmia-associated transcription factor; 650,000 tested, 0.91% active; AID 1259374; AlphaScreen MITF homodimerization, bead proximity signal; inhibition, % at 2.6 µM; O75030; in the data active means inhibition above about 50%;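 further: 0% = vehicle wells with protein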
FBW7 act: activators of human E3 ligase FBW7; Q969H0; AlphaScreen FBW7–phospho-cyclin E peptide binding, activator screen; normalized activity (activation), % at 26.1 µM; 650,000 tested, 0.13% active; in the data active means normalized activity above about 1.9%;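 further: purified mutant Fbw7 with reduced substrate affinity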
Target sequence (Q969H0 whole entry, looked up): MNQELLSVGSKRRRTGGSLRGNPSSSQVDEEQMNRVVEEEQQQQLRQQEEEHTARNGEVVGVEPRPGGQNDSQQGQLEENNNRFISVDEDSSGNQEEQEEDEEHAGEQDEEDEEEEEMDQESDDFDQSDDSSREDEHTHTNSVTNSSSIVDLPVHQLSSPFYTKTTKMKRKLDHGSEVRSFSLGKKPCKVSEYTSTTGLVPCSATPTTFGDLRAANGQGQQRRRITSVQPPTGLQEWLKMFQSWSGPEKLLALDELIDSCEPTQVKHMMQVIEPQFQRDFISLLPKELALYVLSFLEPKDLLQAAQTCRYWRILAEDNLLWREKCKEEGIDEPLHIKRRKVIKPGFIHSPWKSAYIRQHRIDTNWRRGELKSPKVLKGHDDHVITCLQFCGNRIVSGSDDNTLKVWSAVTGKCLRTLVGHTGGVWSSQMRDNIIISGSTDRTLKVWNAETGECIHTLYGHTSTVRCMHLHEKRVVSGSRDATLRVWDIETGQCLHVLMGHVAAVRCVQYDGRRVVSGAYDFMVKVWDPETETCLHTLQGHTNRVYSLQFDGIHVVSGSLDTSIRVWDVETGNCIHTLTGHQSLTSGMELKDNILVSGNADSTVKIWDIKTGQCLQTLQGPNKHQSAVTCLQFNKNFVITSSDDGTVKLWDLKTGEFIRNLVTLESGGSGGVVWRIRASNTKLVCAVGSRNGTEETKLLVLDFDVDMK
GPR151 activ: human GPR151 activation | PathHunter beta-arrestin GPR151 cells, luminescence | Q8TDV0 | activation, % at 11.2 µM | 650,000 tested, 1% active | AID 1508602; in the data active means activation above about 4.9%;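 further: 0% = median of compound wells and 100% = cells with positive control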
Target sequence (Q8TDV0 whole entry, looked up): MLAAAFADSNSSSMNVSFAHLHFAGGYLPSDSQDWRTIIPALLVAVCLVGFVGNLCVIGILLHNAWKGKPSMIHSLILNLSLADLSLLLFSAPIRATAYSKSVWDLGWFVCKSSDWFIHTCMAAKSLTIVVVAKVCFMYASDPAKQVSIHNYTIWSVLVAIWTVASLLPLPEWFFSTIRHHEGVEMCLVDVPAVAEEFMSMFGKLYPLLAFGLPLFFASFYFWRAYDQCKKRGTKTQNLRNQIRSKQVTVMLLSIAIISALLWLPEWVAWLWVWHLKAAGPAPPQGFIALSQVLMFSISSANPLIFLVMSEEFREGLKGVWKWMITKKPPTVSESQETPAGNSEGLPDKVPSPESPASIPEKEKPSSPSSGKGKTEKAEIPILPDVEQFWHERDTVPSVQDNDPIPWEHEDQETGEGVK
The depositor's hits bear a star.

Start of the listing, in advance:
SMILES	TEAD-YAP block	MITF primary	FBW7 act	GPR151 activ
CC(C)C1=NN2C(=N)/C(=C/c3ccc(OCCOc4ccccc4)cc3)C(=O)N=C2S1	-10	-6	-0.1	0.6
CCCCSCCCNC(=O)CN1CCN(Cc2ccc(C)cc2)C1=O	-2	-4	-0.2	-0.8
Cn1c(CN2CCOCC2)nnc1SCc1c(F)cccc1Cl	-4	-4	-0.3	-0.3
O=C(Nc1cnn(Cc2ccc(Cl)cc2)c1)C1CCCC1	-9	-13	0.0	2.0

The listing, from the first entry:
SMILES	TEAD-YAP block	MITF primary	FBW7 act	GPR151 activ
CC(C)C1=NN2C(=N)/C(=C/c3ccc(OCCOc4ccccc4)cc3)C(=O)N=C2S1	-10	-6	-0.1	0.6
CCCCSCCCNC(=O)CN1CCN(Cc2ccc(C)cc2)C1=O	-2	-4	-0.2	-0.8
Cn1c(CN2CCOCC2)nnc1SCc1c(F)cccc1Cl	-4	-4	-0.3	-0.3
O=C(Nc1cnn(Cc2ccc(Cl)cc2)c1)C1CCCC1	-9	-13	0.0	2.0
O=C(O)c1c(CNCc2ccc(F)cc2)c2ccccc2n1Cc1ccc(F)cc1Cl	4	13	0.2	0.5
CCOCCc1nnc(NC(=O)c2c(OC)cccc2OC)s1	-7	12	0.9	-1.5
CN(C)C(CNc1nccnc1-c1ccccc1Cl)c1cccnc1 (stereo not given)	10	-1	0.1	0.2
O=C(CCSc1ccc(Cl)cc1)NNc1ccc(C(=O)O)cc1	9	8	0.0	1.8
CCc1ccccc1N(CC(=O)NCc1ccco1)C(=O)c1snc(C(N)=O)c1N	6	20	-0.1	0.2
CCNc1nc(SC)ncc1F	9	4	0.0	0.3
CCC(C)NC(=O)C(=O)NCCc1ccc(OC)cc1 (stereo not given)	0	13	0.0	2.9
CCCn1nnnc1SCC(=O)Nc1ccc(OC)cc1OC	-2	-14	0.2	0.0
COc1ccc(CC(=O)N2N=C(CCC(C)C)CC2(O)C(F)(F)F)cc1 (stereo not given)	-4	-16	-0.1	1.6
O=C(C1CCCN(S(=O)(=O)c2ccc(F)cc2)C1)N1CCCC1 (stereo not given)	8	12	0.3	0.3
Cc1cc(C)c(C(=O)c2ccc(C(=O)Nc3cc(C)c(O)c(C)c3)cc2)c(C)c1	8	5	0.0	-0.1
Cc1cc(C(=O)Nc2cccc(OC(C)C)c2)c(C)o1	-7	9	0.1	-0.4
CCOC(=O)C1=C(C)N=c2s/c(=C\c3ccc(-c4ccc(C)cc4[N+](=O)[O-])o3)c(=O)n2C1c1ccccc1OC (stereo not given)	-1	-4	0.0	1.0
O=C(CC(Nc1ccc(F)cc1)c1ccc(Br)cc1)c1ccc(Cl)cc1 (stereo not given)	1	2	-0.1	1.5
CCOCCCNC(=O)Cn1ncc2c1-c1ccccc1OC2	13	1	-0.1	0.1
CC1(C)Cc2cccc(OCCCS(=O)(=O)NCC3CCCO3)c2O1 (stereo not given)	-8	19	0.1	-1.7
Cc1ccc(-c2cc(C(F)(F)F)n3ncc(C(N)=O)c3n2)cc1	6	0	-0.3	0.3
COc1cc(OC)nc(Oc2cccc(OC)c2C(=O)O)n1	7	2	-0.2	0.1
Cc1ccc(NC(=O)CSc2ncnc3sc4c(c23)CCCC4)cc1	-5	6	0.2	0.7
CCOC(=O)c1sc2nc(SCC(=O)N(C)Cc3ccccc3)n(Cc3ccc(Cl)cc3)c(=O)c2c1C	-6	-4	-0.2	1.7
Cc1ccc(NC(=O)c2cc3cc(Cl)cc(Cl)c3oc2=N)cc1	-10	13	0.1	-0.5
CC[C@@H]1NC(=O)[C@@H]2C[C@H](NC(=O)Oc3ccccc3)CN2C1=O	3	-4	-0.1	0.7
CC1=CC(C)=Nc2ccc(C)cc2N1	19	-4	0.1	-0.7
Cc1cc2ncn(CC(C)C)c2cc1C	-7	0	-0.1	-1.2
Cc1cc(C)n(CCCNCC(O)COc2ccc(C(=O)c3ccccc3)cc2)n1 (stereo not given)	11	60*	-0.1	-0.2
CCNC(=O)Cn1nc(C)n2nc(-c3ccc(CC)cc3)cc2c1=O	-14	7	0.0	0.3

Limited to GPR151 activ, for five of the compounds above:
Molecule,GPR151 activ
CCOC(=O)c1sc2nc(SCC(=O)N(C)Cc3ccccc3)n(Cc3ccc(Cl)cc3)c(=O)c2c1C,1.7
Cc1ccc(NC(=O)c2cc3cc(Cl)cc(Cl)c3oc2=N)cc1,-0.5
CC[C@@H]1NC(=O)[C@@H]2C[C@H](NC(=O)Oc3ccccc3)CN2C1=O,0.7
CC1=CC(C)=Nc2ccc(C)cc2N1,-0.7
Cc1cc2ncn(CC(C)C)c2cc1C,-1.2

(next part)
SMILES	TEAD-YAP block	MITF primary	FBW7 act	GPR151 activ
COc1ccc(C(=O)NCc2nnc(SCC(=O)N3N=C(c4cccs4)CC3c3ccc(C)cc3)n2-c2ccccc2)cc1OC (stereo not given)	19	2	0.0	-0.6
Cc1ccc(Cl)cc1N(CC(=O)NN=C1CCCC1)S(=O)(=O)c1ccccc1	-10	-1	-0.1	-0.2
CC(C)c1ccc(N(CC(=O)NCc2ccco2)C(=O)CCC(=O)Nc2ccccn2)cc1	3	-2	0.0	-0.7
O=C(NCc1cccs1)C1CC12CCN(C(=O)Cc1ccc(-c3ccccc3)cc1)CC2 (stereo not given)	8	12	0.0	0.9
COC(=O)C1=C(C)NC2=C(C(=O)CC(c3ccccc3)C2)C1c1ccc(OC(C)=O)c(OC)c1 (stereo not given)	-2	4	0.4	0.2
Cc1cc(Cl)cc(C)c1OCCCCn1ccnc1	17	6	-0.3	-0.9
CCOC(=O)c1c(NC(=O)c2nc3ncccn3n2)sc2c1CCC2	2	-3	0.0	-0.6
CC(=O)c1ccccc1NC(=S)NCc1ccccc1	16	14	0.0	1.0
COc1ccc(C2CC(c3cccs3)=NN2C(=O)CSc2nnc(CNC(=O)COc3ccccc3)n2-c2ccc(F)cc2)cc1 (stereo not given)	-3	1	0.0	-0.4
Cc1cccc(OCc2nnc(SCc3nc4ccccc4c(=O)[nH]3)o2)c1	5	-21	-0.1	2.9
CC1=C(c2ccc(C)c(C)c2)S(=O)(=O)NC1=O	1	-8	0.3	-1.0
Cc1cc(C)cc(NC(=O)c2ccc(S(=O)(=O)NCc3cccnc3)cc2)c1	-4	-4	0.2	-0.2
O=C1/C(=C/C=C/c2ccco2)SC(=S)N1Cc1ccco1	11	48	-0.5	-1.3
COc1ccc(N2CCN(C3CCCN(S(=O)(=O)c4ccccc4)C3)CC2)cc1 (stereo not given)	-4	7	-0.2	1.1
COCCOC(=O)C1=C(C)NC2=C(C(=O)CC(c3ccccc3)C2)C1c1ccc(OC(C)=O)cc1 (stereo not given)	2	2	-0.4	-0.7
Cc1cc(C(=O)N(CCN(C)C)c2nc3ccccc3s2)nn1C	-19	-6	0.0	0.3
Nc1ccc(N2CCCC2)c2nonc12	-3	5	-0.8	-0.5
CCOC(=O)N1CCN(S(=O)(=O)c2ccc(C(=O)Nc3ccc(S(N)(=O)=O)cc3)cc2)CC1	-6	10	0.1	1.7
COC(=O)c1nc(NC(=O)c2cc(OC)c(OC)c(OC)c2)n[nH]1	14	-7	0.0	-0.4
N=C1CC(=O)N=C2SC(Cc3ccccc3)=NN12	7	23	0.1	3.0

Looked up one by one from above:
SMILES	TEAD-YAP block	MITF primary	FBW7 act	GPR151 activ
Cc1cc(C(=O)N(CCN(C)C)c2nc3ccccc3s2)nn1C	-19	-6	0.0	0.3
O=C1/C(=C/C=C/c2ccco2)SC(=S)N1Cc1ccco1	11	48	-0.5	-1.3

Going on with the list.
SMILES	TEAD-YAP block	MITF primary	FBW7 act	GPR151 activ
O=S(=O)(NCc1nc(N2CCCC2)c2cc(Cl)ccc2n1)c1ccc(F)c(F)c1	8	4	0.0	1.2
Cc1ccsc1-c1nc2cnccn2c1NC(C)(C)C	-13	-7	0.0	1.2
O=C1OC(c2cccc(I)c2)=N/C1=C\c1cccc(Cl)c1	8	-8	0.0	-0.8
Cc1ccc(CSc2nc3c(sc(=S)n3Cc3ccco3)c(=O)n2-c2ccccc2)cc1	3	-5	-0.1	-1.9
Oc1ccc(Br)cc1C(F)(F)F	-3	7	0.4	-1.5
Cn1c(=O)c2nc(CC(N)C(=O)O)n(C)c2n(C)c1=O (stereo not given)	8	12	0.0	-0.3
Cc1ccc(C(N)C(=O)N2CCN(c3ccc4[nH]ncc4c3)CC2)cc1 (stereo not given)	-6	22	-0.2	0.7
Cc1occc1C(=O)N/N=C/c1ccc(Cl)c(Cl)c1	-51	10	0.7	-6.2
O=c1c(-c2ccccc2)[n+]([O-])c2ccccc2n1OCc1ccccc1Cl	-9	17	0.5	-0.4
CCOc1ccc(C(=O)Oc2coc(CSc3nnc(NC(C)=O)s3)cc2=O)cc1	5	15	0.2	2.9

Compound profiles, as listed above. Screens in order: TEAD-YAP block, MITF primary, FBW7 act, GPR151 activ
Record of `CC1(C)Cc2cccc(OCCCS(=O)(=O)NCC3CCCO3)c2O1` (stereo not given) : -8, 19, 0.1, -1.7
Record of `COc1ccc(N2CCN(C3CCCN(S(=O)(=O)c4ccccc4)C3)CC2)cc1` (stereo not given) : -4, 7, -0.2, 1.1

Continuation:
SMILES	TEAD-YAP block	MITF primary	FBW7 act	GPR151 activ
Cc1cccc(N2CCN(C(=O)Cn3nc(C)n4c(cc5sccc54)c3=O)CC2C)c1 (stereo not given)	2	0	0.3	-0.1
COc1ccc(NC(=O)NCC(c2ccccc2Cl)N(C)C)cc1OC (stereo not given)	3	23	0.7	-1.5
CC(C)C(C)(C#N)NC(=O)CSc1nnc(-c2ccc(Cl)cc2)o1 (stereo not given)	6	3	0.0	0.6
Cc1nnc2n1NC(c1ccc(Cl)cc1)C(C(=O)N1CCCCCC1)S2 (stereo not given)	11	6	0.5	-0.8
CCCc1nc(NC2CCCCC2)c(C#N)c2c1CCCC2	1	0	0.1	0.0
O=S(=O)(NCCSCc1ccco1)c1ccc(Br)cc1	-4	13	-0.1	0.1
COc1ccc(Cn2c(CCC(=O)Nc3ccc(OC)cc3)nc3cccnc32)cc1	-4	8	0.0	0.3
CCc1ccc(NC(=O)Cn2c(=O)n(CCc3ccccc3)c(=O)c3cccnc32)cc1	0	-22	-0.1	-1.2
COc1ccc2oc(=O)c(C(=O)Nc3ccc(C)c(Cl)c3)cc2c1	-1	-9	-0.2	-0.1
O=C(CCCc1c[nH]c2ccccc12)NCC1CCCO1 (stereo not given)	-5	0	-0.1	-0.4
CN(C(=O)c1nc2ccccc2nc1Cl)C1CCCCC1	-11	2	0.0	0.0
CN1C(C(=O)N2CCc3ccccc3C2)CC(c2ccco2)NS1(=O)=O (stereo not given)	7	1	-0.1	0.4
COc1ccc(S(=O)(=O)n2c(SCC(=O)c3ccc(Cl)cc3)nc3ccccc32)cc1	-19	10	0.0	-1.3
COc1ccc(C2SCCN2S(C)(=O)=O)cc1Br (stereo not given)	-8	-27	-0.1	-0.6
O=C(O)C(Cc1ccccc1)N1C(=O)C2CCCCC2C1=O (stereo not given)	6	-4	2.6*	-0.2
NC(=O)c1cccc(NC(=O)/C=C/c2cccc([N+](=O)[O-])c2)c1	15	-7	-0.1	0.2
C/C(=N\N=C1\NC(=O)C(CC(=O)Nc2ccccc2C)S1)c1ccccc1 (stereo not given)	12	-2	0.1	1.5
Cc1ccc(-n2[nH]c(C)c(C=Nc3ccc(N=Cc4c(C)[nH]n(-c5ccc(C)c(C)c5)c4=O)cc3)c2=O)cc1C	5	-6	0.0	1.3
CC(=O)N1N=C(C(F)(F)F)CC1(O)c1cccc([N+](=O)[O-])c1 (stereo not given)	-11	4	-0.1	-0.3
Cc1cccc(CNC(=O)CC2C(=O)NCCN2Cc2ccc(F)cc2)n1 (stereo not given)	3	3	-0.1	0.2
O=C(CCCCc1ccccc1)Nc1ccc(N2CCC(NC3CCOCC3)CC2)cc1	-4	-4	0.1	-0.2
O=C(NCCNc1ccc(C(F)(F)F)cc1[N+](=O)[O-])c1cc(F)c(F)cc1Cl	-4	20	0.2	0.8
O=C(O)c1cccc(-c2ccc(/C=N/N3C(=O)C4C5C=CC(CC5)C4C3=O)o2)c1 (stereo not given)	-21	17	0.2	-0.8
CC(=O)N1CCc2c(sc3c2c(=O)n(-c2ccccc2)c(=O)n3Cc2ccc(C)cc2)C1	1	-4	0.1	-0.1
O=C(O)c1ccc(/C=N/Nc2ccc([N+](=O)[O-])cc2)cc1	-58	15	0.5	-6.2
Cc1cc(SCC(=O)Nc2cccc3ccccc23)nc(=O)[nH]1	8	4	-0.1	-0.2
OC(COc1ccccc1)CN1CCCCC1 (stereo not given)	2	-9	0.1	0.7
Cc1ccc2onc(CNC(=O)Nc3ccc(F)c(Cl)c3)c2c1	8	-4	0.2	-2.4
COc1cc(Nc2ccc(-n3cc(CC(=O)NC4CC4)c4ccccc43)nn2)cc(OC)c1OC	11	12	0.0	2.7
CC1CC(C)CN(c2ncnc3scc(-c4ccccc4)c23)C1 (stereo not given)	-3	5	0.0	0.0
CCn1cc(CCCC(=O)NCCN2CCN(C)CC2)c2ccccc21	-3	4	-0.1	-1.3
CCOc1ccccc1NC(=O)c1sc2ncn(CC)c(=O)c2c1C	-1	18	0.0	0.4
O=C(OCc1cccc2ccccc12)C1CSCCS1 (stereo not given)	-5	8	0.6	0.1
O=C(Cn1nnc(-c2ccc(S(=O)(=O)N3CCCC3)cc2)n1)NCC1CCCO1 (stereo not given)	2	0	0.0	1.6
COc1cc2nc(Nc3ccncn3)nc(Nc3ccc(NC(C)=O)cc3)c2cc1OC	-34	7	-0.1	0.7
O=C(CSc1nc2ccc([N+](=O)[O-])cc2s1)NCc1ccco1	9	7	-0.2	0.7
COc1cc(/C=N/NC(=O)c2n[nH]c3c2CCC3)ccc1O	47*	10	-0.1	1.8
O=C(CC(NCC1CCCO1)C(=O)O)Nc1ccc(O)cc1 (stereo not given)	15	-5	-0.2	-0.8

Compound activity (PubChem)
